Assay outcomes (PubChem BioAssay)
Integrin act MD – activates integrin-mediated alleviation for muscular dystrophy; actives 0.064% (n = 350,000); Potency, µM (top dose mostly 38.3 µM), without a hit: top-dose activation, most hits filed as activators; alpha7betagal myoblasts, beta-gal FDG fluorescence, 48 h;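 note: potency is the fitted concentration of half-maximal effect; 100% = response of the positive control SU9516; nearly all actives have a fitted effect of over 60% in size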
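Alpha7betagal+/- myoblasts (passage 13) were plated 16-24 hr, then exposed to compounds (1:260 dilution of DMSO stock) for 48 hours at 37C. After MPER lysis, β-galactosidase reporter activity was read as FDG fluorescence (ex 480/em 540) after 30 minutes.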
PTAP TSG101 blk – blocks PTAP/TSG101 interaction to inhibit HIV-1 budding; Fluorescence polarization, FITC-PTAP peptide / Tsg101 binding; AID 493005; 340,000 tested, under 10 active; Q99816; Potency, µM (doses to about 115 µM), for the others: at the highest dose activity change, negative = inhibition, usual class: inhibitors; active = well fitted inhibition curve with a large enough effect in the main read-out, with a control signal flat, not every such curve was filed as active; inconclusive = small, poorly fitted or top-dose-only effect, or effect the other way, or a change in a side signal; inactive = no such curve, though single readings can be large or run the other way; note: potency is the fitted concentration of half-maximal effect; % of control where 0% means no effect
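Fluorescence anisotropy tracks displacement of a FITC-tagged PTAP peptide (50 nM) from the Tsg101 binding domain (10 uM), following a 20 min room-temperature incubation at pH 7.5.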
Menin-MLL TR inh – menin-MLL binding inhibition, Texas Red mutant peptide; O00255; Menin + Texas Red MLL mutant peptide, fluorescence polarization; Potency, µM (highest dose often 61.6 µM), inactives show at the highest dose FP activity change, negative = inhibition, actives largely listed as inhibitors; actives 0.23% (n = 270,000); AID 1768; active = well fitted inhibition curve with a large enough effect in the polarisation, with a control signal flat, not every such curve was filed as active; inconclusive = small, poorly fitted or top-dose-only effect, or effect the other way, or a change in a side signal; inactive = no such curve, though single readings can be large or run the other way; the % refers to the polarisation; note: potency is the fitted concentration of half-maximal effect; % of control where 0% means no effect; many of its hits are not listed in these tables
B2AR arrestin – agonists driving beta-arrestin recruitment to human beta2-adrenergic receptor; P07550; beta-arrestin recruitment to beta2AR, cell-based reporter; Potency, µM (series often up to 46.1 µM), for the others: at the top dose activation, hits mostly activators; actives 0.02% (n = 330,000); AID 492947;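 note: potency is the fitted concentration of half-maximal effect; 0% = DMSO controls and full agonism = EC100 isoproterenol or metaproterenol; nearly all actives have a fitted effect of over 65% in size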
BCR signal inh – chronic active BCR signaling inhibition. ABC-DLBCL IkBa-CBG/CBR reporter, luminescence ratio, 4 h. Potency, µM (highest dose often 46.1 µM), inactives show at the top dose ratio change, negative = lower green/red ratio, usual class: inhibitors. actives 0.05% (n = 340,000). AID 493014; active = well fitted inhibition curve with a large enough effect in the signal ratio, with a control signal flat, not every such curve was filed as active; inconclusive = small, poorly fitted or top-dose-only effect, or effect the other way, or a change in a side signal; the % refers to the signal ratio;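 note: potency is the fitted concentration of half-maximal effect; plate controls were basal doxycycline-induced cells for no effect and cells given 10 µM MG132 for full effect; MG132 reads +100%, hits lower the ratio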
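Doxycycline induced both beetle luciferases in TMD8 lymphoma cells; IKK-driven degradation limits the IkappaBalpha-fused green signal, while red luminescence normalises for cell number and nonspecific effects. Compounds tested up to 46 uM, 4 hrs.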
FBPA coupling cs – inhibits coupling enzyme system, counter-screen for aldolase hits; coupling enzyme system counterscreen, AmpLite Red fluorescence; activity change, negative = inhibition, % at 58.2 µM, hits read low; actives 0.67% (n = 290,000); in the data active = activity change below about -30%; note: % is set by controls: 0 for no effect and ±100 for the full control effect
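Coupling enzymes only (glyceraldehyde-3-phosphate) + compound, at 57.5 uM final, 10 min RT; add substrate/coupling/AmpLite Red mix, 20 min RT; fluorescence ex 525/em 598 nm. Actives flag coupling-system interference.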
PKM2 act – activators of human pyruvate kinase M2 | actives 0.34% (n = 260,000) | Potency, µM (top dose mostly 57.5 µM), for the others: at the top dose activation, actives largely listed as activators | purified PKM2, Kinase-Glo ATP luminescence, activation; response scale: 0% is enzyme alone, no compound | AID 1631; note: potency is the fitted concentration of half-maximal effect; % is set by controls: 0 for no effect and ±100 for the full control effect; nearly all actives have a fitted effect of over 55% in size
Target sequence (P14618 whole entry, looked up): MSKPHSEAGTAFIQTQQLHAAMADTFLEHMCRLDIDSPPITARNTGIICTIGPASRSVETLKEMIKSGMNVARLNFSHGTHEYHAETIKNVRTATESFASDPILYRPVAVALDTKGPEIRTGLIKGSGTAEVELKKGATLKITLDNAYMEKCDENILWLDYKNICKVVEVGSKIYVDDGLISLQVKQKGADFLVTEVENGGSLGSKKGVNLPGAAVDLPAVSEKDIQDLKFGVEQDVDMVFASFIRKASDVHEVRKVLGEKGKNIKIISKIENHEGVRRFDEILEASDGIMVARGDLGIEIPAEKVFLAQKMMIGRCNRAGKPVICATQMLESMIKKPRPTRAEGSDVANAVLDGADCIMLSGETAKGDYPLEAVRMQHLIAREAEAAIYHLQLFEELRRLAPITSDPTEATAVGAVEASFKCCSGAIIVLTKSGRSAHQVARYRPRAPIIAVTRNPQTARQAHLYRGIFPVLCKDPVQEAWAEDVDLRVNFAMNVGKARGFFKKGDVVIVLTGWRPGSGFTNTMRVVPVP
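Kinase-Glo luminescence reports ATP generated from ADP (0.1 mM) and PEP (0.5 mM) by purified hPK-M2 after 1 h at room temperature, pH 7.2 imidazole buffer; intermediate enzyme activity allows detecting inhibitors and activators.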
Tb PFK inh – T. brucei PFK enzyme inhibition; AID 485367; T. brucei PFK, ADP-Glo luminescence; Potency, µM (titrated, usually from 57.5 µM), for inactives: at the top dose activity, negative = inhibition, actives largely listed as inhibitors; actives 0.17% (n = 330,000); O15648;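 note: potency is the fitted concentration of half-maximal effect; 0% = uninhibited 1x PFK enzyme wells and -100% = no-enzyme wells; nearly all actives have a fitted effect of over 60% in size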
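ADP-Glo luminescence quantified ADP after 45 min at room temperature, with 1.25 nM T. brucei PFK, 0.1 mM ATP and 0.5 mM fructose-6-phosphate in pH 8.0 TEA buffer. qHTS titrations up to 57 µM; curves classified by quality.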
S-ASM inh – blocks human secretory acid sphingomyelinase | actives 0.006% (n = 340,000) | AID 504937 | P17405 | placental ASM, HMU-PC fluorogenic substrate, 60 min | Potency, µM (top dose mostly 57.5 µM), inactives show at the highest dose activity change, negative = inhibition, actives largely listed as inhibitors; note: potency is the fitted concentration of half-maximal effect
Target sequence (P17405 47-631 limits assumed): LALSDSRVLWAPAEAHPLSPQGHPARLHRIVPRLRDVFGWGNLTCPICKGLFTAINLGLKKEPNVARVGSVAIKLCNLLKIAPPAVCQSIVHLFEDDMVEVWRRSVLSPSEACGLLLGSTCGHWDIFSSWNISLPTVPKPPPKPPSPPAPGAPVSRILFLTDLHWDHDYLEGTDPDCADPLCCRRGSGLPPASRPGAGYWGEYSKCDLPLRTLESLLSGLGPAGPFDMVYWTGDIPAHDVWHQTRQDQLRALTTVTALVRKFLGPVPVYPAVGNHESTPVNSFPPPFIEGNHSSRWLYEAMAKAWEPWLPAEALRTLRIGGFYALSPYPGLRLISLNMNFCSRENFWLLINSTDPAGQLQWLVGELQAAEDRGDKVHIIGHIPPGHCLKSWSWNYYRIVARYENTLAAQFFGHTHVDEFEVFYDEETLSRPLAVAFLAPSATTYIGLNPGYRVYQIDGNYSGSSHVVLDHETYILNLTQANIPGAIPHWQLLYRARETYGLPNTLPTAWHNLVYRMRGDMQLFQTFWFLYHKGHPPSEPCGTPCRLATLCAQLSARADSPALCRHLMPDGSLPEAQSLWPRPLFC
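qHTS format. ASM enzyme prepared from human placenta hydrolyses the fluorogenic substrate HMU-PC0 (9 uM final) over 60 min at 37 °C after a 10 min compound preincubation.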
Giardia kill – kills Giardia lamblia. Giardia lamblia trophozoite viability. activity change, % at 7.66 µM, hits read low. actives 0.15% (n = 340,000); in the data active = activity change below about -80%; inconclusive = between about -30% and that limit;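 note: parasites exposed to compound for two days anaerobically before the ATP read; % is set by controls: 0 for no effect and ±100 for the full control effect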
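Trophozoites 100 cells/well + cpd; 48 hrs, 37 deg C, anaerobic. ATPLite 1-Step added, 15-30 min RT, luminescence read (ATP-based viability).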
GALK inhibitor – inhibitors of human galactokinase; Purified GALK, Kinase-Glo residual ATP luminescence; Potency, µM (titrated, usually from 57.5 µM), for inactives: at the highest dose activity change, negative = inhibition, hits mostly inhibitors; actives 0.007% (n = 270,000); AID 1868; note: potency is the fitted concentration of half-maximal effect; % is set by controls: 0 for no effect and ±100 for the full control effect
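Quantitative HTS: GALK 5 nM, ATP 35 uM, galactose 100 uM, 1 h room temperature, then luciferase-based ATP detection.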
Active calls of the source: *; ? = inconclusive; / = no result given; [ ] = dose if it differs, or a comment. Unless noted, calls come from the whole dose curve; as a rule, active = well fitted curve in the direction sought with a large enough effect; inconclusive = small, poorly fitted or top-dose-only effect, or another doubt; inactive = no such curve, though single readings can be large; an effect the other way counts as inactive or inconclusive.

SMILES | Integrin act MD | PTAP TSG101 blk | Menin-MLL TR inh | B2AR arrestin | BCR signal inh | FBPA coupling cs | PKM2 act | Tb PFK inh | S-ASM inh | Giardia kill | GALK inhibitor
CCN1C=C(Cc2ccccc2C)C2=C(C1)C(c1ccccc1C)C(C#N)=C(N)O2 (stereo not drawn) | -2% | 5% | ? | 3.2% | ? | -6 | -8% | -2% | 40%[activator] | -19 | -2%
O=C(Cc1c[nH]c2ccccc12)N1CCN(S(=O)(=O)c2ccc(Cl)cc2)CC1 | -13% | 1% | / | 0.0% | 0% | / | / | 3% | -1% | 0 | /
CCOC(=O)c1c(C)[nH]c(C)c1S(=O)(=O)N(C)CC(=O)N1CCN(c2ccc(OC)cc2)CC1 | -14% | -1% | / | 0.2% | -3% | / | / | -2% | 0% | 11 | -2%
CC(=O)c1ccc(N2CCN(C(=O)C3CCN(S(=O)(=O)c4cccs4)CC3)CC2)cc1 | 1% | -2% | 4% | -0.6% | 9% | 0 | 0% | 3% | -1% | -5 | -1%
COCCN(C(=O)COC(=O)CSc1ccc(Cl)cc1)c1c(N)n(Cc2ccccc2)c(=O)[nH]c1=O | 5% | 3% | / | 0.2% | ? | / | / | -15% | -2% | 6 | /
O=C(NCc1n[nH]c(=O)c2ccccc12)C1CC(=O)N(c2ccccc2)C1 (stereo not drawn) | -6% | 0% | / | -0.4% | 1% | / | / | 9% | -1% | 0 | /
O=C(COC(=O)c1ccc(O)cc1O)NC1CCS(=O)(=O)C1 (stereo not drawn) | 0% | -4% | / | -0.4% | 7% | 3 | -2% | 0% | -2% | 9 | 7%
CSc1ccc(S(=O)(=O)NCc2ccc(Cl)cc2Cl)cc1 | 11%[7.66 µM] | -4% | 0% | -0.1% | ? | -1 | 5% | 2% | -5% | -20 | -1%
C/C(=N\NC(=O)c1nnn(-c2nonc2N)c1CSc1ccccc1)c1cccnc1 | -17% | 0% | / | 0.1% | -1% | / | / | 0% | -2% | 8 | 3%
CCc1cccc(C)c1NC(=S)NCC(c1cccnc1)N(C)C (stereo not drawn) | 12% | -2% | 2% | 0.0% | 1% | 2 | -3% | 0% | 7% | 24 | -2%
CCc1nnc(SCC(=O)Nc2ccccc2)n1CC1CCCO1 (stereo not drawn) | -5% | / | / | 0.1% | -5% | / | / | 3% | 7% | 6 | -3%
CCCn1cnc2scc(-c3ccc(C)c(C)c3)c2c1=O | -27% | 0% | 11% | -1.0% | 3% | 0 | -1% | -9% | -5% | 1 | 0%
Nc1nc(SCC(=O)Nc2ccc(S(N)(=O)=O)cc2)n[nH]1 | 1% | 0% | 17% | -0.9% | -4% | 5 | 27% | 1% | 1% | -8 | 0%
Cc1ccc(/C=C/C(=O)NCc2ccncc2)cc1 | 37% | -4% | 16% | 0.4% | ? | 1 | 0% | 0% | 3% | 6 | 1%
O=C(CSc1nc2cccnc2n1Cc1ccccc1)NCc1ccco1 | 3% | -2% | 0% | 0.1% | 18% | 0 | 2% | 22% | 0% | -13 | -3%
O=C(NC1CCCc2ccccc21)c1cc(S(=O)(=O)N2CCOCC2)ccc1F (stereo not drawn) | -10% | 4% | -10% | 0.1% | 0% | 2 | -11% | 0% | -4% | -27 | 9%
Cc1ccc(N(C=NC#N)CC(=O)N2CCN(c3ccccc3)CC2)cc1 | -10% | -10% | -3% | -0.1% | -16% | 0 | -2% | -7% | 3% | 1 | -5%
CCCN(CC(=O)Nc1cc(Cl)ccc1Cl)C(=O)c1ccccc1SCC(=O)N1CCCC1 | 1% | -1% | / | 0.0% | ? | / | / | 0% | / | -2 | /
O=C(/C=C/c1ccccc1[N+](=O)[O-])NC1CCCC1 | 2% | 0% | 9% | -0.2% | 3% | 0 | -5% | 2% | 0% | -2 | -2%
CC(C)(C#CC(O)(c1ccccc1)c1ccccc1)N1CCCCC1 | 0% | -5% | -25% | -0.9% | ? | 2 | 4% | 2% | 7% | ? | -3%
CCN1CCN(C(=O)CN(c2ccccc2C)S(C)(=O)=O)CC1 | -2% | 1% | 7% | -0.2% | -1% | 0 | -37% | 1% | 3% | 9 | 0%
CCN(Cc1ccccc1)C(=O)CSc1nc(C)cc(=O)[nH]1 | 16% | -4% | 2% | -0.3% | -4% | 1 | -5% | -2% | 2% | 10 | 1%
Cc1ccc(C(=O)C(OC(=O)CN2C(=O)c3ccccc3C2=O)c2ccccc2)cc1C (stereo not drawn) | -24% | -4% | 0% | -0.3% | 0% | 0 | 5% | -3% | -1% | -8 | 0%
O=C(Nc1nc2ccccc2[nH]1)c1cccs1 | -12% | -2% | -5% | -1.1% | ? | 1 | / | -1% | -1% | -13 | 10%
Cc1ccc(NC(=S)N2CCn3cccc3C2c2cccnc2)cc1 (stereo not drawn) | 17% | -1% | -4% | ? | 7% | 4 | 8% | -1% | 3% | 14 | 2%
Cc1ccc(S(=O)(=O)N2CCC(NC(=O)OC(C)C)CC2)cc1 | -2% | -3% | 6% | 0.4% | -15% | 0 | -3% | -2% | 0% | -3 | 5%
CC1CCN(S(=O)(=O)c2ccc3c(c2)c(=O)c(C(=O)N2CCCCC2)cn3C)CC1 | -32% | -2% | -6% | 0.2% | 0% | -5 | -10% | 1% | -3% | 1 | 3%
CCN(CC(=O)Nc1ccc(NC(C)=O)cc1)C(=O)c1ccc(=O)n(C)n1 | 1% | -5% | / | -0.2% | 1% | / | / | -4% | 0% | -18 | /
O=C(CSc1ccc2nnc(CCNC(=O)c3ccccc3)n2n1)NCc1ccco1 | -1% | -1% | / | 0.2% | -1% | / | -15% | -2% | 5% | 8 | -3%
O=C(COC(=O)CCS(=O)(=O)c1ccccc1)Nc1ccc(N2CCCCC2)cc1 | -20% | -2% | / | -0.3% | 0% | / | / | 0% | -2% | 8 | /
Cc1ccc(N(CCC(=O)N2CCOCC2)S(=O)(=O)c2ccccc2)cc1 | -1% | -1% | / | 0.4% | -1% | / | / | -1% | -1% | 4 | /
Cc1nc2c3cnn(-c4ccccc4)c3ncn2n1 | 6% | -2% | 12% | 0.1% | ? | -1 | 4% | 4% | 8% | -19 | 0%
Cc1nn(CC(=O)Nc2ccccn2)c(C)c1Br | -17% | -2% | 0% | -0.9% | 1% | 1 | 1% | -6% | 1% | -4 | 1%
CCOc1cc(/C=N/NC(=O)c2cccc([N+](=O)[O-])c2)ccc1OS(=O)(=O)c1ccccc1 | 0% | -4% | ? | -0.3% | 18% | / | 13% | 1% | -11% | 13 | -1%
O=C1NC(=Nc2ccccc2)S/C1=C\c1cccs1 | -9% | -2% | / | -0.2% | ? | 3 | -3% | -9% | -6% | 12 | /
O=[N+]([O-])c1cncc([N+](=O)[O-])c1Nc1ccccc1Cl | -46%[inhibitor] | -4% | -24% | -0.1% | -2% | -7 | 0% | 1% | -5% | ? | 12%
O=C(NC(NC(=S)Nc1cc(Cl)ccc1Cl)C(Cl)(Cl)Cl)c1ccco1 (stereo not drawn) | -9% | -1% | ? | -0.9% | ? | 0 | -8% | 5% | -10% | -20 | -4%
OCCN=c1cc(-c2ccccc2)oc2ccc(Cl)cc12 | -14% | 1% | 2% | 1.5% | -2% | / | -19% | 1% | 0% | 7 | 0%
Cn1c(=O)c(=O)n(C)c2cc(S(=O)(=O)CCC(=O)Nc3c(F)c(F)c(F)c(F)c3F)ccc21 | -6% | -5% | / | -1.4% | 0% | / | / | 1% | -2% | 0 | 0%
COc1ccc(-c2sc(Nc3ccc(F)c(F)c3F)nc2CCC(=O)NN)cc1 | -6% | -1% | ? | 0.1% | ? | 0 | 3% | 0% | -1% | -5 | -1%
CN(C(=O)CSc1ccc(S(=O)(=O)N2CCCCC2)cn1)c1ccccc1 | 7% | -7% | / | 0.0% | 0% | / | / | 0% | 2% | 5 | /
COC(=O)CCn1nnc(-c2ccc(C)cc2)n1 | -10% | -7% | 0% | 0.2% | ? | 2 | -22% | -1% | -2% | -8 | 1%
CC(C)(C)C(=O)Cn1c(NCCCO)nc2ccccc21 | 18% | -5% | 7% | -5.3% | -4% | 0 | 2% | 1% | 2% | 13 | 0%
Cc1ccc(OC(=O)c2ccc3nc(C)sc3c2)cc1 | ? | ? | ? | 0.0% | 0% | 2 | 5% | 2% | -3% | -13 | 3%
CCN(CC)Cc1c(O)ccc2c(=O)c(Oc3ccccc3OC)c(C)oc12 | -40% | -1% | / | -0.7% | 4% | 3 | 6% | 1% | 477%[activator] | 6 | 0%
O=C(CCC(=O)OCC(=O)c1ccccc1)Nc1cccc2cccnc12 | 14% | -4% | -13% | -0.3% | -21% | 0 | 1% | -3% | 3% | -1 | 2%

Not all compounds are listed; count on the stated rates, not on these rows.
